# Gli-Sufu antag = antagonists of Gli-Sufu signaling. Sufu-KO-LIGHT fibroblasts, Gli luciferase reporter luminescence. inhibition, % at 5 µM. 0.74% of 340,000 active;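 active = inhibition above about 55%, limit read from the data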;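 note: 0% = DMSO-treated cells and 100% = wells with medium but no cells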
# 697 NFkB inh = lowers PMA/ionomycin-induced NF-kB signal in 697 B cells; inhibition, % at 4 µM; 697 B-cell NF-kB luciferase reporter, 16 h; AID 435022; 0.33% of 330,000 active; in the data active = inhibition above about 35%
# UBC13 polyUb = human UBC13 polyubiquitination inhibition; P61088; UBC13 polyubiquitin chain formation, TR-FRET; inhibition, % at 20 µM; 0.47% of 330,000 active; AID 485273; in the data active = inhibition above about 45%, passing the limit was not always enough; inconclusive = no clear call, values can overlap the other calls
# APJ antagonist = antagonists of human APJ apelin receptor | AID 2521 | CHO-K1 APJ beta-arrestin complementation, luminescence | 0.32% of 330,000 active | inhibition, % at 20 µM | P35414;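 active = inhibition above about 40% at 20 µM, limit read from the data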;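 note: cells challenged with 10 nM apelin-13 agonist together with compound; plate controls were apelin-13 plus DMSO wells for no effect and DMSO wells lacking apelin-13 for full effect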
# Target sequence (P35414 whole entry, looked up): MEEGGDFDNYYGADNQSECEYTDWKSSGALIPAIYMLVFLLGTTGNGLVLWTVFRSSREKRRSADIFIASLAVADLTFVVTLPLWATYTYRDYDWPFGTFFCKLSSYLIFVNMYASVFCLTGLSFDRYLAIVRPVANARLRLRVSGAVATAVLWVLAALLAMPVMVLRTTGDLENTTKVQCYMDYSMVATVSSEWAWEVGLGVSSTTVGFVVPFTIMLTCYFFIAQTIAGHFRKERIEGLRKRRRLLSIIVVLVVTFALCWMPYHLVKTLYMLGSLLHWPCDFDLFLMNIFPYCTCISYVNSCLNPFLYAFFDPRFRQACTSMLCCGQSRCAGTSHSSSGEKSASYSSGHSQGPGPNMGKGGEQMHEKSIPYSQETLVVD
# CCR6 antagonist = antagonists of human CCR6 receptor; CHO-K1 CCR6 PathHunter beta-arrestin, luminescence, CCL20-stimulated; AID 493098; 0.49% of 340,000 active; inhibition, % at 20 µM;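 active = compounds whose inhibition of the agonist-driven luminescence signal at 20 µM reaches about 50%, limit read from the data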;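 note: cells stimulated with CCL20 at 14 nM final; plate controls were DMSO with CCL20 for no effect and DMSO without agonist for full effect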
# EBI2 antag = EBI2 (human) antagonism; P32249; inhibition, % at 5 µM; 0.81% of 360,000 active; EBI2 beta-arrestin recruitment, luminescence, 7a,25-OHC stimulated; in the data active = inhibition above about 38%;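 note: enzyme fragment complementation signal reports receptor beta-arrestin coupling in cells; 0% = agonist plus DMSO wells and 100% = wells without agonist; some results beyond the cut were filed as inactive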
# Target sequence (P32249 whole entry, looked up, the tested form may be a part): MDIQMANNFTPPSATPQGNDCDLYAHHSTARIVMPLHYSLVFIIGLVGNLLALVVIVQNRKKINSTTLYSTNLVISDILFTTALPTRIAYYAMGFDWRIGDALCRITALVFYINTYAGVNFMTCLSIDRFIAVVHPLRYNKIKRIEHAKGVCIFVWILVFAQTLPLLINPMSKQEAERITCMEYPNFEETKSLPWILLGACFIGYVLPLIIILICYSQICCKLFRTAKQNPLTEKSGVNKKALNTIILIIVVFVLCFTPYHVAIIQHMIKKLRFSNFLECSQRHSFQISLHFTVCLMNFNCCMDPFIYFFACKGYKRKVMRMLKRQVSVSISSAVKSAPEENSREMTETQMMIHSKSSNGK
# Jurkat NFkB inh = inhibitors of the PMA/ionomycin-induced NF-kB reporter in Jurkat cells; 0.53% of 330,000 active; inhibition, % at 4 µM; PMA/ionomycin-induced NF-kB luciferase reporter, luminescence; in the data active = inhibition above about 50%
# CXCR6 block = CXCR6 (human) receptor inhibition; O00574; CHO-K1 PathHunter CXCR6 beta-arrestin, luminescence; inhibition, % at 20 µM; 0.36% of 360,000 active; AID 602244; in the data active = inhibition above about 34%, passing the limit was not always enough;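 note: antagonist mode with CXCL16 agonist at 10 nM final; 0% = 10 nM CXCL16 with DMSO and 100% = unstimulated wells without agonist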
# Target sequence (O00574 whole entry, looked up): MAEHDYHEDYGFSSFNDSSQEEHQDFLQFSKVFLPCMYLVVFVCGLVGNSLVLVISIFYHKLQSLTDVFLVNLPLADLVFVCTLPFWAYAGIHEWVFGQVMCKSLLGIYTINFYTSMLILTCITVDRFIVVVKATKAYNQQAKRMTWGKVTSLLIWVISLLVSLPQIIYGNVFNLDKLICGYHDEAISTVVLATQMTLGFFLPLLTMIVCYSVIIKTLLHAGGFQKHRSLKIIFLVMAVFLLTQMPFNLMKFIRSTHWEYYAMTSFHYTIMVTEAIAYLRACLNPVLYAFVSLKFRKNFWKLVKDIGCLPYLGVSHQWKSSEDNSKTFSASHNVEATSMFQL
# * hit, by the source's call; ? = inconclusive; nt = not tested or not shown; & = joins results of further samples. The order is random; 3% or so of the library scored in one or more.
SMILES,Gli-Sufu antag,697 NFkB inh,UBC13 polyUb,APJ antagonist,CCR6 antagonist,EBI2 antag,Jurkat NFkB inh,CXCR6 block
O=C(N/N=C/c1ccc(O)cc1)c1cc(-c2ccccc2)nc2ccccc12,-4,-76,1,13,20,9,-5,1
CCOC(=O)C1CCN(C(=O)c2ccc3c(c2)OCCO3)CC1,-8,16,6,-3,7,-12,-20,5
Cc1ccc(Cn2ccc(NC(=O)c3noc4c3CCCC4)n2)cc1,-35,-47,-12,-24,16,12,-47,-1
N#CC1(Cc2ccc(Cl)cc2)c2ccccc2C=CN1C(=O)c1ccccc1 (stereo unspecified),-3,-3,3,10,20,9,10,7
CCCCNc1nnc(SCC(=O)c2c(N)n(C3CC3)c(=O)[nH]c2=O)s1,-4,3,-15,-4,3,-7,-4,-2
COC(=O)c1c(NC(=O)Nc2ccc(Cl)cc2)sc(C)c1C,4,-7,1,17,-4,3,-2,4
O=[N+]([O-])c1cccc(S(=O)(=O)N2CCN(c3ccccn3)CC2)c1,7,-5,-7,-8,-4,-1,-1,-5
CC(=O)N(C)Cc1ccc(C(=O)CSc2nnc(C3CC3)n2C2CC2)cc1,1,6,0,-6,2,-6,-4,-4
COC(=O)c1ccc2c(c1)c(-c1ccccc1)c(-c1ccccc1)n2C,8,5,nt,nt,18,-1,nt,2
Cc1cc(C)cc(-c2nnc(SCC(=O)c3c(N)n(C4CC4)c(=O)[nH]c3=O)o2)c1,0,1,-2,11,1,-1,3,1
S=C(NCc1ccccn1)Nc1ccccc1Cl,-16,-46,-12,-17,6,-20,-38,1
Cc1ccc(/C=C2/SC(=Nc3ccc(F)cc3)NC2=O)s1,-3,-2,-10,19,10,3,11,3
COc1ccc(NC(=S)Nc2nc(CC(=O)Nc3ccccc3OC)cs2)cc1,-4,8,16,20,21,26,-4,14
COc1ccc(CC(=O)NCc2nnc(SCC(=O)Nc3ccccc3)n2C)cc1,3,1,-15,-8,-4,-5,-8,0
CC(=O)N1CC(=O)N=C1SCC(=O)Nc1nc(C)c(-c2ccccc2)s1,9,-6,21,17,7,3,-5,7
CCn1c(=S)sc2c(=O)[nH]c(C)nc21,2,2,-3,-11,-1,4,0,-3
Cc1cc(O)c(C(C)C)cc1NS(=O)(=O)c1ccccc1,3,6,-8,-3,15,2,-2,-16
CCOC(=O)C/C(C)=N/NC(=O)CN(c1ccc(Br)cc1)S(=O)(=O)c1ccccc1,8,29,6,-6,21,-12,10,21
O=C(COc1ccccc1)N1CCN=C1SCc1cccc(F)c1,13,-5,10,-11,9,4,0,1
O=C(c1cccc(OC(F)F)c1)N1CCN(c2ncccn2)CC1,-3,23,4,8,-9,4,10,0
COc1cccc(CN2CCNC(=O)C2CC(=O)N(C)C2CCOCC2)c1 (stereo unspecified),-10,-12,-5,10,5,-15,-15,8
c1ccc(-c2nnc3n2-c2ccccc2SC3)cc1,-3,-11,2,4,8,2,18,-6
O=C(Nc1nc2cc3c(cc2s1)OCO3)c1ccco1,-29,nt,nt,nt,14,-9,nt,-3
CC1=C(C(=O)OCc2ccccc2)C(c2ccc(Cl)cc2)NC(=O)N1CCCC(=O)O (stereo unspecified),3,13,-6,8,3,nt,4,nt
Cc1ccc(S(=O)(=O)N2CC3CCC2C3)cc1 (stereo unspecified),-1,16,6,6,-4,6,-6,8
O=C(CC1C(=O)NCCN1Cc1c(F)cccc1Cl)NCCC1=CCCCC1 (stereo unspecified),10,5,?,-14,7,10,4,-1
COc1ccccc1C1CC(c2cccs2)=NN1C(=O)CCC(=O)O (stereo unspecified),2,7,2,23,6,0,5,-1
C=CCn1c(SCC(=O)NC2CCCCC2)nnc1-c1cccnc1,-3,5,-5,1,2,-7,-3,8
Cc1ccc(-n2c(C)cc(/C=N/NC(=O)c3ccncc3)c2C)cc1C,3,-11,14,6,5,7,7,-1
O=C(CCS(=O)(=O)Cc1ccccc1F)N1CCc2ccccc2C1,-2,-6,0,9,7,0,0,-1
COc1ccc(OCC(O)CN(CC(O)COc2ccc(OC)cc2)c2cccc(O)c2)cc1 (stereo unspecified),12,-9,10,-2,-13,2,-6,-3
O=C(Nc1cccc(S(=O)(=O)N2CCOCC2)c1)C12CC3CC(CC(C3)C1)C2,7,-9,-8,-2,16,1,-3,-6
CCN1C(=O)[C@@H]2[C@@H](c3ccc(SC4CCCCC4)c(OC)c3)N3CCCC[C@@]3(C(=O)OC)[C@@H]2C1=O,-6,-1,-4,6,20,6,0,3
COc1cc(/C=C(\C#N)C(=O)Nc2ccc(C(=O)O)cc2)ccc1OC(=O)c1cccc(F)c1,11,10,-28,-8,17,-1,3,1
O=[N+]([O-])c1ccccc1S(=O)(=O)NCCSCc1ccco1,5,10,-1,2,6,-15,4,-7
Cc1onc(-c2ccccc2)c1C(=O)NC(=S)NNC(=O)c1ccccc1O,-10,-17,-19,6,17,-4,12,7
CN(C)S(=O)(=O)n1cc(/C=C(\NC(=O)c2ccccc2Cl)C(=O)NCCCN2CCOCC2)c2ccccc21,17,6,5,18,-2,-5,1,0
CCOc1ccccc1-c1nc(-c2cc3ccccc3nc2OC)no1,8,12,6,15,36,23,10,-3
Fc1ccc(Oc2cnns2)cc1,2,1,0,-5,4,-2,2,-2
O=S(=O)(/N=C(/c1ccccc1)N1CCCCC1)c1ccccc1,-1,-16,2,-18,2,-7,5,4
Cc1ccc(C(=O)COC(=O)C(C)N2C(=O)C3C4CCC(C4)C3C2=O)cc1C (stereo unspecified),-8,22,-6,-6,12,-1,-5,-1
COc1ccc(-c2nnc(SCC#CCO)o2)cc1OC,9,4,2,28,2,4,-9,1
CCn1cc(C(=O)NCCCN(C)c2ccccc2)c(=O)c2cc(S(=O)(=O)N(C)C)ccc21,-25,14,8,8,9,7,15,1
O=C(/C=C/c1ccc(F)cc1)NC(=S)NNC(=O)c1cnccn1,5,-61,-18,-3,17,0,-14,8
COc1cc2sc(NC(=O)c3ccco3)nc2cc1Cl,-69,-116,1,-16,7,1,-65,3
COc1ccc(/C=C(/C#N)C(=O)Nc2ccc(O)cc2)cc1C(=O)O,3,4,-2,2,1,-5,10,7
CCOc1ccc(CCNC(=O)COC(=O)c2c(C)nn(-c3ccccc3)c2C)cc1OCC,7,7,-3,1,6,3,11,6
CCOC(=O)C1CCCN(S(=O)(=O)c2ccc(S(N)(=O)=O)cc2)C1 (stereo unspecified),-17,-7,5,-6,3,-1,-6,2
CC1CCCCN1CCNC(=O)CCc1nnc2n(Cc3ccccc3)c(=O)c3ccccc3n12 (stereo unspecified),1,-6,6,10,5,-4,-4,11
CCCCn1nc(C(=O)Oc2ccc3c(C)cc(=O)oc3c2)c2ccccc2c1=O,-1,5,22,0,-12,-5,8,0
C=CCc1ccc(OCCCNCc2ccccc2)c(OC)c1,-16,-11,1,7,23,-3,-9,5
COc1cc(CN(C)CC2CCCN(CCc3cccc(C(F)(F)F)c3)C2)ccc1O (stereo unspecified),33,-17,9,11,-17,7,3,0
CN(C)c1ccc(-c2nnn(CC(=O)NCc3ccc4c(c3)OCO4)n2)cc1,-28,9,0,2,12,6,-3,0
Cc1ccc(C(=O)Oc2ccc(C(=O)COC(=O)C3CC(=O)N(Cc4ccco4)C3)cc2)cc1 (stereo unspecified),2,-14,0,13,25,-8,1,11
C(=N\N1CCN(c2ccccn2)CC1)/c1ccccn1,-20,-35,-3,-1,11,-17,-50,-4
O=C(CSc1nccc(=O)[nH]1)Nc1ccc(S(=O)(=O)N2CCOCC2)cc1,8,3,0,18,10,-6,14,-7
COc1ccccc1-c1nnc(N(C)C(=O)C2CCCO2)s1 (stereo unspecified),-10,23,1,5,1,-3,2,3
S=c1[nH]nc(-c2cc(-c3ccccc3)n[nH]2)n1/N=C/c1ccc(Cl)c(Cl)c1,10,-18,-20,-3,-2,1,2,9
CCc1ccc(C2=CSC3=NCCN23)cc1,4,-20,2,4,16,1,-10,0
O=C(CN1CCC(c2nc3ccccc3s2)CC1)NCc1cccs1,-3,-33,3,-6,21,14,21,-3
# More entries:
SMILES,Gli-Sufu antag,697 NFkB inh,UBC13 polyUb,APJ antagonist,CCR6 antagonist,EBI2 antag,Jurkat NFkB inh,CXCR6 block
Cc1cc(=O)oc2cc(NC(=O)Cc3ccccc3)ccc12,-33,7,7,-9,0,2,-22,7
C=CCN1CN(Cc2ccco2)CNC1=S,-14,-27,-7,11,-16,3,-19,1
COc1ccc(NC(=O)CN2C(=O)NC3(CCCCCCC3)C2=O)cc1,-3,-19,-1,17,3,5,1,0
COc1ccc(CNC2CC(=O)N(C)C2=O)cc1 (stereo unspecified),-13,-4,3,24,4,-17,11,21
CNS(=O)(=O)c1cnccc1N1CCN(c2cccc(C(F)(F)F)c2)CC1,5,1,-3,9,-5,0,1,9
CCOC(=O)c1sc2nc3c(SCC(=O)O)cc(C(=O)c4cc(F)ccc4O)cn3c(=O)c2c1C,6,nt,nt,nt,10,-6,nt,11
Cc1cc(CNC(=O)c2cc(Br)ccc2Cl)nn1C,-5,13,-5,-5,-8,2,-5,0
COc1ccc(OC)c(/C=C/C(=O)N2CCN(S(=O)(=O)c3cc(C)ccc3C)CC2)c1,-25,21,10,-9,7,18,0,9
CC(C)N(C(=O)CC1ON(C)C(=O)N1c1ccc(Cl)cc1)C(C)C (stereo unspecified),0,15,-4,-23,11,-7,0,9
CCn1c(CC(=O)Nc2ccc(C)cc2)nnc1SCC(=O)Nc1nc(C)cs1,9,-19,-8,-14,1,-7,-14,-3
COc1ccccc1N1CCN(C(=O)CCNS(=O)(=O)c2ccc3c(c2)CCC(=O)N3)CC1,0,1,1,13,2,0,1,3
Cc1cc(=O)[nH]c(Nc2cccc(Br)c2)n1,-3,12,-4,-15,3,-12,12,-2
Cc1sc2ncn(CC(=O)NCCCOC(C)C)c(=O)c2c1S(=O)(=O)N1CCN(c2ncccn2)CC1,16,-10,-10,-15,13,-17,-4,2
Oc1ccc[n+](CCCCC[n+]2cccc(O)c2)c1,14,24,-1,18,3,5,3,-6
CC(=O)N1CCN(CC(=O)Nc2ccc(Cl)c(S(=O)(=O)N(C)C)c2)CC1,-4,6,6,7,16,0,0,-4

# Record cards (already shown). Values in the order: Gli-Sufu antag	697 NFkB inh	UBC13 polyUb	APJ antagonist	CCR6 antagonist	EBI2 antag	Jurkat NFkB inh	CXCR6 block
# `O=C(COc1ccccc1)N1CCN=C1SCc1cccc(F)c1` is listed as 13	-5	10	-11	9	4	0	1
# `COc1cc2sc(NC(=O)c3ccco3)nc2cc1Cl` is listed as -69	-116	1	-16	7	1	-65	3
# `COc1ccccc1N1CCN(C(=O)CCNS(=O)(=O)c2ccc3c(c2)CCC(=O)N3)CC1` is listed as 0	1	1	13	2	0	1	3
# `C(=N\N1CCN(c2ccccn2)CC1)/c1ccccn1` is listed as -20	-35	-3	-1	11	-17	-50	-4
# `Cc1ccc(Cn2ccc(NC(=O)c3noc4c3CCCC4)n2)cc1` is listed as -35	-47	-12	-24	16	12	-47	-1

# Next entries follow.
SMILES,Gli-Sufu antag,697 NFkB inh,UBC13 polyUb,APJ antagonist,CCR6 antagonist,EBI2 antag,Jurkat NFkB inh,CXCR6 block
NC12CCc3c(no[n+]3[O-])C1(O)CC(c1ccccc1)=[N+]2[O-] (stereo unspecified),-3,10,-12,1,-8,-23,-10,-4
O=C(/C=C/c1ccccc1)C1C(=O)c2ccccc2C1=O,-51,-31,-24,12,5,-10,-24,-6
COCC(=O)Nc1cccc(Br)c1,-5,2,-9,8,-7,-6,-2,5
CCOC(=O)N1CCN(CCC(=O)Nc2cccc(Br)c2)CC1,-3&3,12&0,-7&-4,8&-2,-3&11,2&11,7&-12,1&1
CN1CCc2c(n(CC(O)CN3C(=O)c4ccccc4S3(=O)=O)c3ccccc23)C1=O (stereo unspecified),2,nt,nt,nt,1,4,nt,-3
COc1ccc(N=c2sc3ccccc3n2C)cc1,-105,-161,0,2,7,7,-86,3
CCOc1ccccc1C1C(C(=O)Nc2ccccc2OC)=C(C)Nc2nnnn21 (stereo unspecified),-43,2,-1,18,9,1,-6,-1
Cn1nc(NC(=O)C(C)(C)C)c2c(F)cccc21,1,0,-1,-11,15,-2,3,-6
C[C@H](C(=O)CC(=O)OC(C)(C)C)[C@H](O)c1ccc(C(F)(F)F)cc1,-1,14,-4,-62,0,2,18,-1
COc1cc(C2C3=C(CC(C)(C)CC3=O)NC3=C2C(=O)c2ccccc23)ccc1O (stereo unspecified),5,5,?,12,16,-2,-4,7
